From PubChem
Mcl1 Noxa PPI: Mcl-1/Noxa interaction inhibition | Q07820 | TR-FRET Mcl-1/Noxa peptide binding, 2 h | inhibition, % at 21.7 µM | 1.5% of 220,000 active | AID 1022;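 active means compounds that cut the protein-peptide binding signal by more than 50% relative to plate controls in a single-dose test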;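 further: His-tagged Mcl-1 with rhodamine Noxa BH3 peptide and terbium anti-His antibody; 0% = Mcl-1 plus Noxa peptide wells and 100% = peptide-only wells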
Target sequence (Q07820 whole entry, looked up): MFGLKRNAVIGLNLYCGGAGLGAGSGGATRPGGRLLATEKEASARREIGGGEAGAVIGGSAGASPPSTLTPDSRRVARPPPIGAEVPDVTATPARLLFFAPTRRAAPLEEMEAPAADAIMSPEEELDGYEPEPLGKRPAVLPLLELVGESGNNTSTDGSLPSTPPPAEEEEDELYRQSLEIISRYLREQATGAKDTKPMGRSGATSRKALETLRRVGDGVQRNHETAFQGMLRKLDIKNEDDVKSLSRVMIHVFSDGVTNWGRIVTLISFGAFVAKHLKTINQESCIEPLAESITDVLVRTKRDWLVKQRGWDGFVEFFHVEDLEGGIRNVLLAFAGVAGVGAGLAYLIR
Pf gametocyte: kills late stage P. falciparum gametocytes | P. falciparum stage V gametocytes, ATP luminescence, 24 h | inhibition, % at 10.9 µM | 0.065% of 150,000 active | AID 743093;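 active means inhibition above the mean plus 3 SD of compounds within the control limits, set per campaign, cut at about 38% in these data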;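 further: 0% = DMSO wells and 100% = medium only without gametocytes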
Rac1 act GTP bind: alters GTP binding to activated mutant human Rac1; 0.11% of 190,000 active; percent activity (GTP binding), % at 10 µM; P63000; GST-Rac1 activated beads, fluorescent GTP binding, flow cytometry; actives lie on both sides; 100% means binding = to untreated wells;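 active means GTP binding at least 20 percentage points away from the 100% baseline, in either direction, so actives lie on both sides; inconclusive means Compound likely fluorescent itself, or too few beads counted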
Bim-Mcl-1: human Bim-Mcl-1 interaction inhibition; Bead-based flow cytometry, Bim peptide-Mcl-1 binding; inhibition, % at 10 µM; 0.1% of 190,000 active; AID 1009; in the data active means inhibition above about 40%;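 further: 0% = no compound tracer wells and 100% = peptide blocker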
Rab7 wt GTP bind: alters GTP binding to wildtype dog Rab7; GTP binding activity (percent of control), % at 10 µM; AID 758; GST-Rab7 beads, fluorescent GTP binding, flow cytometry; actives lie on both sides; untreated = 100%, excess cold GTP = 0%; 0.055% of 190,000 active;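 active means fluorescent GTP binding to Rab7 beads changed by at least 20 points from the 100% baseline, either direction, mostly lower; inconclusive means compound itself probably fluorescent, or too few beads counted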;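 further: median green fluorescence of bound Bodipy-FL-GTP per Rab7 bead population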
Rab2A wt mod: changes GTP binding to wildtype dog Rab2A, up or down; GST-Rab2 wt beads, Bodipy-GTP binding, flow cytometry; GTP binding activity, % at 10 µM; 0.19% of 190,000 active; P61105;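 active means GTP binding activity at least 20 points away from 100%, either lowered or raised; inconclusive means signal likely due to the compound's own green fluorescence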;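 further: 0% = beads with excess unlabeled GTP and 100% = no-compound control corrected for plate trend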
Avidin fluor: avidin bead compound fluorescence profile. Avidin beads, compound fluorescence 488/530 nm, flow cytometry; hits give high values. fluorescence (KMESF) at 10 µM. 0.38% of 220,000 active. AID 1775; in the data active means fluorescence above about 47; further: inactives centre near 10
Mcl1 Bid PPI: disrupts binding of human Mcl-1 to Bid peptide; 0.97% of 220,000 active; inhibition, % at 21.7 µM; TR-FRET Mcl-1/Bid-Dy647 peptide binding, 1536-well; Q07820;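 active means compounds that cut the binding signal by more than half at the single screening dose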;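 further: His-tagged Mcl-1 with europium anti-His antibody binding Bid BH3 peptide; 0% = Mcl-1 plus peptide wells and 100% = peptide-only wells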
Cdc42 wt GTP: changes GTP binding to wildtype human Cdc42; GST-Cdc42 beads, Bodipy-GTP binding, flow cytometry; actives lie on both sides; AID 761; 0.2% of 190,000 active; P60953; percent activity (GTP binding), % at 10 µM;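 active means percent activity GTP binding at least 20 points away from the 100% baseline, either down as inhibitor or up as activator; inconclusive means compound flagged as likely green fluorescent from well-wide comparison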;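 further: median bead fluorescence of bound Bodipy-FL-GTP at 100 nM; 0% = excess unlabeled GTP control and 100% = no compound control; below 100% means less GTP binding so inhibitor and above means activator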
Target sequence (P60953 whole entry, looked up): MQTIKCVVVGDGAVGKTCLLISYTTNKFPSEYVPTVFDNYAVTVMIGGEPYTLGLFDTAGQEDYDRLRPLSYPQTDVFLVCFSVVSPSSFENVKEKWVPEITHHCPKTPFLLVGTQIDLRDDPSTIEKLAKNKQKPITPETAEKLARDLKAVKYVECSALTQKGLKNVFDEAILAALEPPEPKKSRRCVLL
Rac1 wt GTP bind: human Rac1 wildtype GTP binding, inhibitors and activators; GST-Rac1 beads, fluorescent GTP binding, flow cytometry; actives lie on both sides; 0 = cold GTP competed, 100 = untreated; GTP binding activity (% of control), % at 10 µM; 0.27% of 190,000 active; AID 757;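 active means GTP binding activity at least 20 points away from the 100% control level, either lower or higher; inconclusive means compound flagged as likely green fluorescent, judged across all proteins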
HRas wt GTP bind: changes GTP binding to wildtype human HRas | P01112 | GST-Ras wt beads, Bodipy-FL-GTP binding, flow cytometry; actives lie on both sides | GTP binding activity, % at 10 µM | 0.14% of 190,000 active | AID 759;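 active means GTP binding activity at least 20% away from the 100% baseline, either lowered as inhibitor or raised as activator; inconclusive means flagged as likely green fluorescent, judged across all proteins in the well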;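 further: 0% = unlabeled GTP competition control and 100% = no-compound control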
Target sequence (P01112 whole entry, looked up): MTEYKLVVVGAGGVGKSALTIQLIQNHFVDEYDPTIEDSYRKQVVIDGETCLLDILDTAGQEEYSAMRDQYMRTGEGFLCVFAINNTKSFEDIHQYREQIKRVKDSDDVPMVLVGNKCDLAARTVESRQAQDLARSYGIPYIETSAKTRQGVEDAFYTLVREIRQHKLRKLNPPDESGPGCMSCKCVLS
* marks the source's active call; other numbers are inactive results; ? = inconclusive; / = no result given.

SMILES | Mcl1 Noxa PPI | Pf gametocyte | Rac1 act GTP bind | Bim-Mcl-1 | Rab7 wt GTP bind | Rab2A wt mod | Avidin fluor | Mcl1 Bid PPI | Cdc42 wt GTP | Rac1 wt GTP bind | HRas wt GTP bind
Cn1c(=O)c2c(nc(CN3CCN(C(c4ccccc4)c4ccccc4)CC3)n2CC(N)=O)n(C)c1=O | 6 | / | 102 | -4 | 100 | 105 | 38 | -2 | 105 | 104 | 105
CC1CCCC(NC(=O)C2CCN(S(=O)(=O)N3CCCCC3)CC2)C1C (configuration not stated) | 4 | / | 95 | -1 | 110 | 98 | 10 | -18 | 98 | 98 | 100
Cc1ccnc(SCc2cc(=O)c(OC(=O)c3cccs3)co2)n1 | 11 | -5 | 97 | -2 | 95 | 98 | 26 | -11 | 98 | 97 | 96
Cc1ccc(S(=O)(=O)N2CCCCC2)cc1NC(=O)c1ccc2c(c1)OCO2 | 8 | / | 98 | -15 | 100 | 100 | 11 | -16 | 96 | 101 | 100
O=C(c1ccc(S(=O)(=O)NCC2CCCO2)cc1)N1CCN(c2cccc(Cl)c2)CC1 (configuration not stated) | 3 | 12 | 95 | -4 | 97 | 95 | 11 | -24 | 98 | 96 | 96
COc1ccc(CCc2nnc(CCC(=O)NCc3cnc4ccccn34)o2)cc1 | 4 | -22 | 98 | 0 | 90 | 94 | 10 | -32 | 95 | 97 | 95
COc1ccccc1NC(=O)N1CCCC1C(=O)NCc1ccc2c(c1)OCO2 (configuration not stated) | 9 | / | 97 | 0 | 95 | 97 | 19 | -7 | 97 | 96 | 97
Cc1ccc(N2C(=O)CC(c3c[nH]c4ccccc34)C2=O)cc1 (configuration not stated) | 18 | / | 88 | 0 | 90 | 92 | 17 | -57 | 94 | 93 | 91
COc1cc(-c2nc3ccccn3c2/N=C/c2cc(OC)c(O)cc2Cl)ccc1O | 57* | -27 | 89 | -3 | 97 | 90 | 5 | -46 | 87 | 91 | 90
NC(=O)c1ccsc1NC(=O)COc1ccccc1 | 29 | / | 97 | 0 | 95 | 92 | 7 | -4 | 96 | 100 | 96
CC(=O)c1cccc(NC(=O)Cc2coc3cc4c(cc23)CCC4)c1 | -2 | / | 100 | -3 | 104 | 102 | 4 | 0 | 104 | 104 | 104
O=C(O)C1CCCN1S(=O)(=O)c1cccc2nsnc12 (configuration not stated) | 4 | / | 95 | -1 | 99 | 98 | 11 | -3 | 94 | 96 | 95
O=C1c2ccccc2C(=O)N1CCCCN(C(=O)c1cc2ccccc2oc1=O)c1ccc(Cl)cc1 | 18 | 0 | 53* | -2 | 29* | 46* | 2 | 14 | 43* | 50* | 51*
O=C(O)c1ccccc1Nc1ccc([N+](=O)[O-])cc1 | -5 | -11 | 94 | -4 | 102 | 94 | 1 | -7 | 92 | 95 | 97
CC(=O)N1C2CCCCC2S[C@H]2CCCCC21 (some centres not stated) | 17 | / | 96 | 1 | 94 | 96 | 9 | -32 | 97 | 97 | 97
N#Cc1c(NC(=O)CSc2nnc(-c3ccncc3)n2CC2CCCO2)sc2c1CCCC2 (configuration not stated) | -6 | / | 100 | -2 | 104 | 102 | 39 | -21 | 104 | 104 | 105
CC(=O)NC1C2CN3CCN(C2)CC1(Cc1ccccc1)C3 (configuration not stated) | 5 | -6 | 97 | 0 | 96 | 97 | 11 | -8 | 102 | 105 | 98
CC(C)=CC(=O)OCC(=O)Nc1cc(C)ccc1C | 19 | 0 | ? | -1 | ? | ? | 11 | -4 | ? | ? | ?
S=C(Nc1ccc2c(c1)OCO2)Nc1ccc2c(c1)OCO2 | 17 | 11 | 107 | -7 | 106 | 105 | 10 | -21 | 108 | 113 | 104
O=C(N=C1c2ccccc2CN1c1ccccc1)c1cccc([N+](=O)[O-])c1 | -2 | -11 | 97 | -7 | 96 | 95 | 21 | -2 | 102 | 102 | 99
Cc1cccc(NC(=O)Cn2c(C)c(C#N)c3ccccc32)c1C | -9 | / | 99 | 10 | 101 | 100 | 11 | 19 | 103 | 104 | 102
CCc1nc(NCCN2CCOCC2)c2oc3ccccc3c2n1 | 5 | / | 97 | 1 | 96 | 98 | 5 | -15 | 98 | 101 | 97
Cc1ccc(NC(=O)CNc2ccccc2CN(C)C2CCCCC2)cc1 | -4 | -13 | 99 | -1 | 95 | 97 | 13 | -40 | 101 | 100 | 97
Cc1nc(Cl)c2c(n1)NC1=C(O2)C(=O)CCC1 | 2 | -2 | 98 | -5 | 96 | 94 | 2 | -66 | 100 | 99 | 97
O=C(NCc1cccs1)C1CCCN1C(=O)Nc1ccccc1 (configuration not stated) | -7 | / | 99 | -4 | 97 | 97 | 4 | -24 | 99 | 101 | 99
O=S(c1ccc2ccccc2c1)c1cnns1 (configuration not stated) | 13 | / | 102 | 0 | 104 | 104 | 9 | -30 | 104 | 105 | 101
CC(C)c1nnc(NC(=O)C2CCCN2C(=O)Nc2ccccc2[N+](=O)[O-])s1 (configuration not stated) | 9 | -12 | 95 | 0 | 93 | 94 | 25 | -4 | 95 | 97 | 94
CCCN(CCC)CCCNC(=S)Nc1ccc2nc(N3CCN(CC)CC3)cc(C)c2c1 | 20 | -1 | 98 | -3 | 98 | 97 | 10 | -76 | 98 | 102 | 99
O=C(Cn1cnc2c(nnn2Cc2ccccc2)c1=O)N1CCCc2ccccc21 | 10 | / | 100 | 0 | 104 | 101 | 6 | -5 | 103 | 110 | 106
COc1cc(C2/C(=C(/O)c3ccccc3)C(=O)C(=O)N2c2ccccn2)ccc1O (configuration not stated) | 17 | 19 | 97 | 0 | 104 | 99 | 10 | -46 | 100 | 98 | 97
CC(=O)Oc1cccc(N2C(=O)C3C4C=CC(C4)C3C2=O)c1 (configuration not stated) | 4 | -7 | 95 | 0 | 98 | 98 | 8 | -6 | 99 | 98 | 100
COc1ccccc1CN(C(=O)c1ccco1)C(C(=O)NC1CCCC1)c1ccncc1 (configuration not stated) | 15 | / | 95 | 2 | 94 | 95 | 10 | -3 | 98 | 94 | 97
O=C(Nc1nc(-c2cccc([N+](=O)[O-])c2)cs1)C(c1ccccc1)c1ccccc1 | -11 | / | 98 | 2 | 95 | 95 | 7 | -5 | 98 | 99 | 98
COc1ccc(OC)c(NC(=O)Nc2cc(NC(=O)Nc3cc(OC)ccc3OC)c(C)nc2C)c1 | 22 | -1 | 97 | -2 | 97 | 95 | 6 | -2 | 96 | 103 | 98
NS(=O)(=O)c1ccc(C(=O)O)cc1 | -7 | / | 98 | 0 | 96 | 97 | 10 | -6 | 95 | 100 | 96
O=C1c2ccccc2C(=O)N1Cc1cccnc1 | 6 | / | 94 | -2 | 94 | 96 | 8 | -8 | 99 | 98 | 92
COc1cc(C(=O)N2CCC(c3nc(-c4cccnc4)no3)CC2)cc(OC)c1OC | -10 | -28 | 99 | -2 | 97 | 98 | 9 | -1 | 102 | 101 | 97
CO/N=C/C(NC(=O)c1ccc(C(F)(F)F)cc1)C(=O)OC (configuration not stated) | -3 | 2 | 96 | 1 | 105 | 96 | 12 | -20 | 95 | 97 | 98
CCn1ncc(Br)c1C(=O)Nc1cc(C)ccc1F | 33 | / | 97 | -3 | 100 | 100 | 16 | 3 | 102 | 100 | 100
CC(C)CCNC(=O)[C@H](CSCc1ccccc1)N1Cc2ccccc2C1=O | 27 | / | 98 | -1 | 99 | 99 | 7 | 7 | 101 | 101 | 98
Cc1nc2ccc(S(=O)(=O)NCC(=O)NCc3ccc4c(c3)OCO4)cc2s1 | 6 | / | 99 | -3 | 102 | 101 | 8 | -13 | 99 | 105 | 99
COCCCN(C(=S)NC(=O)C12CC3CC(CC(C3)C1)C2)c1c(N)n(Cc2ccccc2)c(=O)[nH]c1=O | 7 | 2 | 97 | -5 | 95 | 96 | 16 | -56 | 99 | 98 | 95
O=C(CSc1n[nH]c(-c2ccccc2)n1)c1ccc(O)c(O)c1 | 18 | / | 97 | 1 | 98 | 94 | 6 | -64 | 98 | 108 | 100
CS(=O)(=O)N1CC2CCCN2c2ccc(C(F)(F)F)cc21 (configuration not stated) | 0 | 0 | 93 | -1 | 98 | 94 | 10 | -22 | 92 | 97 | 93
O=C(COC(=O)C1CCCCC1)Nc1ccc(N2CCCCC2)cc1 | 20 | / | 99 | -5 | 99 | 101 | 9 | -22 | 104 | 103 | 102
COc1cc(SC)ccc1C(=O)OC1CCOC1=O (configuration not stated) | -6 | / | 95 | -1 | 94 | 98 | 12 | -11 | 95 | 95 | 96
O=C(NCC1CCCO1)c1cc(C(=O)C2CC2)c[nH]1 (configuration not stated) | 29 | 5 | 100 | 0 | 103 | 102 | 17 | -8 | 101 | 101 | 102
O=C(Cc1c[nH]c2ccccc12)NNC(=O)c1ccccc1 | 7 | -5 | 98 | 8 | 101 | 98 | 8 | -24 | 96 | 99 | 96
Cc1ccc(-c2c3c(=O)n(C)c(=O)n(C)c3cn2Cc2ccccc2)cc1 | 4 | -1 | 100 | 3 | 99 | 100 | 38 | 6 | 103 | 102 | 101
Cc1ccc(C(=O)N(c2ccccn2)C(C)c2ccco2)cc1 (configuration not stated) | 1 | / | 95 | -8 | 95 | 96 | 3 | -16 | 96 | 95 | 97
O=C(Cc1ccccc1)N1CCN=C1SCc1cccc([N+](=O)[O-])c1 | -6 | -41 | 97 | -4 | 98 | 95 | 6 | 1 | 99 | 99 | 98
CCOc1ccc(N(C(=O)CNC(=O)c2ccco2)C(C(=O)NC2CCCC2)c2ccncc2)cc1 (configuration not stated) | 21 | 14 | 96 | 2 | 97 | 98 | 11 | -16 | 99 | 101 | 95
CC(C)N1CC23C=CC(O2)C(C(=O)OCc2ccccc2)C3C1=O (configuration not stated) | 6 | / | 101 | -5 | 102 | 105 | 21 | -4 | 107 | 111 | 104
Fc1ccc(-n2c(-c3ccc4c(c3)OCO4)n[nH]c2=S)cc1Cl | 29 | 13 | 96 | -6 | 97 | 96 | 10 | -8 | 99 | 100 | 97
Cc1cccc(NC(=O)NNC(=O)c2nn(C)cc2Br)c1 | 10 | -8 | 100 | -1 | 102 | 102 | 16 | -20 | 105 | 105 | 100
Oc1ccc(C(c2nnnn2C2CCCCC2)N2CCOCC2)cc1 (configuration not stated) | 17 | -22 | 100 | 0 | 105 | 99 | 10 | -5 | 99 | 103 | 101
c1ccc(-c2nc(N3CCNCC3)nc3ccccc23)cc1 | 2 | / | 92 | -8 | 92 | 94 | 2 | -7 | 96 | 94 | 94
